# Nrf2 ARE act: qHTS of Nrf2 Activators; AREc32 ARE-luciferase reporter (MCF7-derived line), luminescence, 24 h; hit rate 0.31% among 410,000; AID 624171, 2012; Potency, µM (titrated, usually from 46.1 µM), without a hit: at the top dose activation, hits mostly activators; also: potency is read from the fitted curve at half-maximal effect; % of control where 0% means no effect; nearly all actives have a fitted effect of over 65% in size
#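 ARE-driven firefly luciferase activity in AREc32 cells measured after a 24 hr compound exposure at 37 deg C, using Steady-Glo reagent and a 30 min room-temperature hold.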
# Nrf2 inh: Nrf2 qHTS screen for inhibitors | A549 ARE-Fluc reporter, luciferase luminescence, 18-24 h | Potency, µM (titrated, usually from 46 µM), for inactives: top-dose activity change, negative = inhibition, most hits filed as inhibitors | hit rate 2.1% among 360,000 | AID 504444, 2011; also: potency is read from the fitted curve at half-maximal effect; % is scaled to controls: 0 for no effect and ±100 for the full control effect; nearly all actives have a fitted effect of over 60% in size
#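 A549 ARE_Fluc cells (5000/well, 5% FBS OPTI-MEM) pre-incubated 2 h, then treated with compounds 18-24 h at 37C/5% CO2 in concentration-response. CellTiter-Fluor viability read first; BugLite luciferase luminescence after 15 min at room temperature gives Nrf2 activity.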
# HepG2 viability: qHTS for Inhibitors of TGF-b: Cytotox Counterscreen | HepG2 CAGA-GFP viability, ATP luminescence, 18 h | Potency, µM (titrated, usually from 46.1 µM), without a hit: at the top dose activity change, negative = cytotoxicity, most hits filed as cytotoxic | hit rate 0.76% among 410,000 | AID 588856, 2011; also: potency is read from the fitted curve at half-maximal effect; some results filed as inactive show a strong effect at the top dose
#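 CellTiter-Glo luminescence gave cytotoxicity after 18 hours at 37 degrees C. The cells were HepG2 CAGA-GFP in 1% FBS DMEM, stimulated with 500 pg/mL TGF-beta after compound addition. %Activity was normalised to no-cell wells (complete cell-killing) and DMSO (no toxicity), and curves were fitted and classified.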
# MCF10A rerep: A quantitative high throughput screen for small molecules that induce DNA re-replication in MCF 10a normal breast cells. MCF 10A DNA re-replication, Hoechst nuclear intensity, 48 h. Potency, µM (titrated, usually from 46.1 µM), inactives show at the top dose activity, positive = re-replication, actives largely listed as activators. hit rate 2.9% among 350,000. AID 624296, 2012; also: potency is read from the fitted curve at half-maximal effect; % of control where 0% means no effect; nearly all actives have a fitted effect of over 50% in size
# ATXN2 expr inh: Primary qHTS for Inhibitors of ATXN expression. HEK-293 ATXN2-luciferase reporter, luminescence, 24 h. Potency, µM (highest dose often 57 µM), without a hit: at the top dose activity change, negative = inhibition, usual class: inhibitors. hit rate 0.72% among 360,000. AID 1745845, 2022; also: potency is read from the fitted curve at half-maximal effect; % is scaled to controls: 0 for no effect and ±100 for the full control effect; nearly all actives have a fitted effect of over 55% in size
#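 ATXN2-luciferase reporter cells (luciferase flanked by upstream and downstream ATXN2 gene portions) were treated 24 h at 37 °C with compounds at up to 57 uM. SteadyGlo luminescence gave expression; GF-AFC fluorescence gave viability.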
# TGFb inhibitor: qHTS for Inhibitors of TGF-b; Potency, µM (top dose mostly 46.1 µM), without a hit: at the highest dose activity, negative = inhibition, actives largely listed as inhibitors; HepG2 CAGA-GFP TGF-b/SMAD3 reporter, GFP fluorescence, 18 h; TGF-beta stimulated, 500 pg/mL final; hit rate 1.2% among 410,000; also: potency is read from the fitted curve at half-maximal effect; % is scaled to controls: 0 for no effect and ±100 for the full control effect; nearly all actives have a fitted effect of over 65% in size
#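 Cell-based qHTS in HEPG2 carrying a CAGA-GFP Smad reporter; compounds added before 500 pg/mL final TGF-beta, 18 h incubation at 37 degrees C, GFP fluorescence quantified per cell by imaging cytometry.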
# A549 viability: Nrf2 qHTS screen for inhibitors: counterscreen for cytotoxicity. AID 504648, 2011. Potency, µM (titrated, usually from 46 µM), without a hit: at the top dose activity change, negative = cytotoxicity, hits mostly inhibitors. A549 ARE-Fluc cells, CellTiter-Fluor viability, 18-24 h. hit rate 0.16% among 390,000; also: potency is read from the fitted curve at half-maximal effect; % is scaled to controls: 0 for no effect and ±100 for the full control effect
#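 A549 ARE-Fluc cells in 5% FBS OPTI-MEM, 5000 cells/well, rested 2 h then exposed to compounds in concentration-response for 18-24 h at 37 °C. Viability by CellTiter-Fluor fluorescence (Ex 405/Em 525) after 30 min; luciferase luminescence (BugLite, 15 min, RT) read afterwards.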
# ATXN viability: Viability Counterscreen for Primary qHTS for Inhibitors of ATXN expression. hit rate 0.49% among 400,000. AID 651635, 2014. S2 cells (HEK-293 line with an ATXN2-luciferase reporter) viability, CellTiter-Fluor protease fluorescence, 24 h. Potency, µM (highest dose often 56.7 µM), hits mostly cytotoxic; also: potency is read from the fitted curve at half-maximal effect; nearly all actives have a fitted effect of over 40% in size
# IL-1B inflam inh: qHTS for Inhibitors of Inflammasome Signaling: IL-1-beta AlphaLISA Primary Screen; hit rate 4.7% among 360,000; activity change, % at 57.5 µM; AID 743279, 2014; THP-1 LPS/ATP IL-1B secretion, AlphaLISA, 16 h; hits give low values; in the data active = activity change below about -50%; inconclusive = mostly about -30% to -49%; also: % is scaled to controls: 0 for no effect and ±100 for the full control effect
#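 Secreted IL-1B measured by AlphaLISA bead assay after 16 h compound exposure of THP-1 cells; compounds (final up to 57.5 uM) added 1 h before LPS (250 ng/mL) and ATP (1.25 mM) stimulation; lower signal means less secretion.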
# Active calls of the source: *; i = inactive; ? = inconclusive; / = no result given; [ ] = remark or other dose. Unless noted, calls follow the shape of the dose curve; as a rule, active = well fitted curve in the direction sought with a large enough effect; inconclusive = small, poorly fitted or top-dose-only effect, or another doubt; inactive = no such curve, though single readings can be large; an effect the other way counts as inactive or inconclusive.
# Each structure is followed by: Nrf2 ARE act	Nrf2 inh	HepG2 viability	MCF10A rerep	ATXN2 expr inh	TGFb inhibitor	A549 viability	ATXN viability	IL-1B inflam inh
CN(CCc1ccccc1)C(=O)c1ccc(NC(=O)Cc2ccc(NC(=O)C3CCCN(C(=O)CCc4ccccc4)C3)cc2)cc1 (stereo not given)
 : 0.4%	1.3µM*	3%	?	-21%	-24%	-11%	i	9
Cc1ccc2cc(C)c(SCC(=O)NCc3ccco3)nc2c1
 : 13%	-4%	6%	?	0%	2%	0%	i	4
Cc1ccc2c(c1)nnn2C1CCN(CC(=O)N(c2ccccc2)c2ccccc2)CC1
 : 2.3%	15µM*	-51%	25%	/	?	?	?	?
Cc1nnc(N(Cc2ccccc2)C(=O)c2cnccn2)s1
 : -0.5%	1%	-2%	-23%	6%	12%	-12%	i	13
COc1ccc(/C=C/C(=O)N2CCN(S(=O)(=O)c3ccccc3Br)CC2)cc1OC
 : -0.8%	?	-27%	-3%	-15%	-28%	0%	i	?
CCOc1ccc(CNC(=O)C2CCN(S(=O)(=O)c3cn(C)cn3)CC2)cc1
 : -1.4%	/	5%	/	/	17%	13%	/	/
O=C1NC(=Nc2ccccc2)S/C1=C/c1cccs1
 : 28%	2%	-1%	25%	/	-8%	-14%	i	25
CCN(C(=O)Cn1nc(C)c([N+](=O)[O-])c1C)C1CCS(=O)(=O)C1 (stereo not given)
 : -0.3%	6%	-3%	-18%	3%	-1%	5%	i	10
CCOC(=O)[C@H]1[C@H]2COc3ccc(Br)cc3[C@@H]2N2C(=O)N(c3ccc(F)cc3)C(=O)[C@@]12C
 : 0.1%	-13%	-15%	-1%	-4%	-16%	-2%	i	30
CN1CCN(C(=O)C2=C[C@@H](c3ccccc3)C[C@@H](OCCCCO)O2)CC1
 : 0.0%	-17%	-33%	-10%	5%	?	0%	i	3
O=C1C=C(c2cc3ccccc3s2)C[C@@H](c2ccc(Cl)cc2)C1
 : 0.2%	15%	-5%	2%	37%[activator]	?	-4%	i	-14
Cn1nnnc1Sc1ncnc2scc(-c3cccs3)c12
 : ?	?	-107%	10µM*	8.9µM*	?	?	i	/
Cc1cc(C)n(-c2nnc(C)n2/N=C/c2ccco2)n1
 : 0.2%	-13%	-20%	11%	1%	17%	7%	i	-8
CCc1ccc(-n2c(=O)c3cccnc3n2CC(=O)NCc2ccc(F)cc2)cc1
 : 14%	?	-24%	/	/	-1%	11%	/	/
Cc1cc(NC(=O)COC(=O)CCS(=O)(=O)c2ccc(Cl)cc2)no1
 : 0.1%	11%	-29%	0%	-4%	-10%	3%	i	-10
O=C(COC(=O)c1cccs1)Nc1cccc(S(=O)(=O)NC2=NCCCCC2)c1
 : -0.2%	4%	-11%	-2%	/	-28%	-1%	i	9
O=C(c1ccccc1-c1ccccc1)N1CCCCC1
 : -0.5%	22%	-21%	-5%	-9%	-20%	0%	i	15
Oc1ccc(C=NC2CCCCC2)c(O)c1
 : -0.1%	12%	-4%	?	-10%	-2%	0%	?	7
CCOc1ccc(N2CC(C(=O)NCCc3ccccc3)CC2=O)cc1 (stereo not given)
 : 0.3%	5%	22%	-12%	-1%	-6%	8%	i	i
COc1cc(C2CC(=O)N(Cc3cccc(F)c3)c3ccccc3S2)cc(OC)c1OC (stereo not given)
 : -4.3%	?	-28%	/	0%	?	?	i	/
N/C(CN1CCSCC1)=N\OCc1c(F)cccc1Cl
 : 0.4%	12%	-1%	?	3%	-23%	-3%	i	/
CN(N=Nc1ccc([N+](=O)[O-])cc1)c1ccccc1
 : 7.1%	?	-11%	8%	/	0%	-13%	?	8
CCn1c(=O)c(C(=O)NCc2ccccc2)c(O)c2ccccc21
 : -0.3%	?	-7%	?	-26%	-8%	28%	i	0
COc1ccc(OC)c(C2C(C#N)=C(N)Oc3cc(N)ccc32)c1 (stereo not given)
 : -0.5%	?	-18%	-180%[0.0737 µM]	8%	-4%	-9%	i	-7
COc1ccc(C2C(C(=O)Nc3cc(C)on3)c3ccccc3C(=O)N2C)cc1OC (stereo not given)
 : -0.1%	15%	11%	-1%	5%	-21%	3%	i	36
Cc1ccc(CNC(=O)CCCn2c(=O)c3ccccc3n(Cc3ccc(Cl)cc3)c2=O)cc1
 : -1.2%	14%	-8%	/	5%	10%	1%	i	/
NC(=O)CCN(Cc1ccccc1)S(=O)(=O)c1ccccc1
 : -0.1%	16%	-13%	0%	-4%	-9%	5%	i	0
COc1ccccc1OCc1ccc(C(=O)N2CCN(C(=O)c3ccco3)CC2)cc1
 : -0.3%	-14%	-3%	11%	2%	-12%	-4%	i	1
CC(C)(C)S(=O)N1Cc2cc(C(=O)N3CCOCC3)nc(-c3cccc(Br)c3)c2[C@H]1CCO (stereo not given in full)
 : 0.7%	/	-5%	/	7%	?	/	i	14
Cc1c(C(=O)NCCc2ccccc2)oc2ccc(S(=O)(=O)N3CCOCC3)cc12
 : 0.4%	8%	0%	18%	52%[activator]	-1%	-8%	i	-4
Cc1cc(Cl)ccc1C(=O)C1CCCN(C(=O)c2cc(C(C)C)no2)C1 (stereo not given)
 : 0.3%	-9%	0%	13%	-4%	-7%	0%	i	-15
Cc1ccccc1OCc1ccc(-c2nc(C#N)c(N3CCCCC3)o2)o1
 : 0.6%	9%	-32%	/	6%	-3%	3%	i	/
CCCCNC(=O)C1CC(=O)N(c2ccc(OC)cc2)C1c1ccc(OC)cc1 (stereo not given)
 : -0.3%	-1%	19%	1%	-10%	-3%	-1%	i	0
O=C(COC(=O)COc1ccccc1F)Nc1ccc2c(c1)OCO2
 : -0.9%	-22%	-9%	-2%	/	0%	-28%	i	-5
COc1ccc(NC(=O)CCN2C(=O)C3CC=C(Cl)CC3C2=O)cc1 (stereo not given)
 : -0.2%	11%	9%	5%	4%	1%	-1%	?	3
CCCCn1c(N)c(N(C)C(=O)C2CC(=O)N(Cc3ccco3)C2)c(=O)[nH]c1=O (stereo not given)
 : -0.4%	?	-4%	-1%	4%	-15%	0%	i	9
CC(=O)Nc1ccc(-c2ccnc3c2CC(C(=O)Nc2cccc(Oc4ccccc4)c2)O3)cc1 (stereo not given)
 : 0.5%	/	-14%	/	?	-23%	/	?	?
CC(C)c1ccc(OCC(=O)Nc2c(Cl)ccc3nsnc23)cc1
 : 3.0%	-13%	0%	/	-12%	24%	9%	i	/
CN(C)c1ccc(/C=C(\Cl)c2nc3ccccc3s2)cc1
 : -0.1%	?	-15%	7.3µM*	?	21%	?	?	-7
Cc1ccc(CNS(=O)(=O)N(C)C)cc1
 : -0.1%	7%	-2%	0%	-5%	2%	-7%	i	-17
CCOC(=O)C1(CCc2ccccc2)CCN(C(=O)c2cc(C)nc(C)n2)CC1
 : 0.2%	?	-2%	-1%	47%[activator]	-10%	-1%	?	34
O=C1COc2ccc(C(=O)COC(=O)c3ccc([N+](=O)[O-])cc3Cl)cc2N1
 : -0.8%	18%	-1%	8%	-3%	-19%	-6%	i	8
Cc1cc2nc(CCN3CCOCC3)n(S(=O)(=O)c3ccc(C(C)(C)C)cc3)c2cc1C
 : 0.2%	-13%	-1%	-3%	17%	27%	-7%	i	11
Cc1c(C(=O)N(Cc2ccccc2)C(C)C)cnn1-c1ccccc1
 : -0.1%	-7%	-7%	8%	/	-11%	1%	i	17
N#CC(C(=O)NCCc1ccccc1)c1nc2ccccc2nc1N1CCOCC1 (stereo not given)
 : -1.5%	5%	-1%	0%	-1%	39%[activator]	0%	i	-8
COc1cccc2cc(C(=O)NCCN3CCOCC3)c(=O)oc12
 : 0.8%	-4%	-3%	1%	/	-2%	4%	i	-10
CC(=O)N1CCC(C(=O)NC2CC(C)(C)Cc3c2cnn3-c2ccc(F)cc2)CC1 (stereo not given)
 : 0.1%	2%	-14%	-1%	10%	-5%	-7%	i	-13
NC(N)=NS(=O)(=O)c1ccc(N=C2C(=O)Nc3ccccc32)cc1
 : 4.1%	-7%	-4%	-2%	/	-4%	7%	i	-8
O=C(O)c1cccc2c1C(=O)c1ccc(Cl)cc1S2(=O)=O
 : -0.9%	1%	0%	?	5%	?	1%	i	3
Cc1ccc2oc(=O)c3cnn(CC(=O)N4CCc5ccccc5C4)c3c2c1
 : -0.7%	2%	5%	22%	-2%	16%	4%	i	-12

# Carrying on.
# Each structure is followed by: Nrf2 ARE act	Nrf2 inh	HepG2 viability	MCF10A rerep	ATXN2 expr inh	TGFb inhibitor	A549 viability	ATXN viability	IL-1B inflam inh
NNc1nc2c(F)cccc2s1
 : 28%	10%	-7%	?	82%[activator]	-13%	-4%	i	5
COC(=O)/C=C1/N/C(=N\c2nc(C)cc(C)n2)N(c2ccc(C)c(C)c2)C1=O
 : 12%	/	4%	?	1%	-5%	-9%	i	-26
COc1cccc(NC(=O)c2cnc(SC)nc2)c1
 : 5.0%[9.22 µM]	3%	-18%	-13%	4%	?	3%	i	71
Cc1ccc(CNC(=O)COc2ccc(S(=O)(=O)N3CCCC3)cc2)cc1
 : -0.1%	-14%	-3%	-2%	0%	14%	-10%	i	-4

# Some of these compounds in order of length of the SMILES, largest number first:
# Each structure is followed by: Nrf2 ARE act	Nrf2 inh	HepG2 viability	MCF10A rerep	ATXN2 expr inh	TGFb inhibitor	A549 viability	ATXN viability	IL-1B inflam inh
O=C(O)c1cccc2c1C(=O)c1ccc(Cl)cc1S2(=O)=O
 : -0.9%	1%	0%	?	5%	?	1%	i	3
COc1cccc(NC(=O)c2cnc(SC)nc2)c1
 : 5.0%[9.22 µM]	3%	-18%	-13%	4%	?	3%	i	71
NNc1nc2c(F)cccc2s1
 : 28%	10%	-7%	?	82%[activator]	-13%	-4%	i	5

# Screening results (PubChem)
